# Screening data deposited in PubChem by National Center for Advancing Translational Sciences (NCATS).
# UDG counterscr: UDG inhibition counter-screen; Potency, µM (highest dose often 115 µM), inactives show top-dose activity change, negative = inhibition, usual class: inhibitors; FRET deamination/UDG coupled assay, UDG read, 4 h; 91,000 tested, 0.14% active; also: nearly all actives have a fitted effect of over 65% in size
# AID inhibitor: blocks human AID cytidine deaminase activity. AID 1347428. 91,000 tested, 0.32% active. AID deamination FRET fluorescence, UDG-coupled, 4 h. Q9GZX7. Potency, µM (doses to about 115 µM), for the others: at the highest dose activity change, negative = inhibition, usual class: inhibitors; also: nearly all actives have a fitted effect of over 25% in size
# Target sequence (Q9GZX7 whole entry, looked up): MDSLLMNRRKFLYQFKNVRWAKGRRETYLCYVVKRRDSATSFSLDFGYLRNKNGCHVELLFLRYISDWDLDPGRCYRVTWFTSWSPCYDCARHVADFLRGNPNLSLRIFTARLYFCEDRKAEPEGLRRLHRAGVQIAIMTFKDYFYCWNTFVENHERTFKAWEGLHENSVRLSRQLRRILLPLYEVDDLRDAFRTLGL
# Active calls of the source: *; ? = inconclusive; [ ] = dose if it differs, or a comment. Calls follow the shape of the dose curve; as a rule, active = well fitted curve in the direction sought with a large enough effect; inconclusive = small, poorly fitted or top-dose-only effect, or another doubt; inactive = no such curve, though single readings can be large; an effect the other way counts as inactive or inconclusive. % is scaled to controls: 0 for no effect and ±100 for the full control effect; potency is read from the fitted curve at half-maximal effect. A portion of the library (hit frequency here may not be typical).
mol | UDG counterscr | AID inhibitor
COc1ccccc1NS(=O)(=O)c1cc(C(=O)N2CCc3sccc3C2)ccc1C | -6% | -14%
CCCCNC(=O)CCn1c(=O)c2ccccc2n(Cc2ccccc2C#N)c1=O | -11% | 8%
Cc1ccc(NC(=O)C(=O)NCc2ccco2)cc1 | -5%[57.5 µM] | -5%[57.5 µM]
N#Cc1nc(COc2ccc(Br)cc2)oc1NCCCN1CCOCC1 | 5% | 1%
Cc1[nH]c2ccc(C(=O)N3CCN(c4ccccc4F)CC3)cc2c1C | 24% | -16%
CCOc1ccc(NC(=O)c2ncoc2-c2ccco2)cc1 | ? | -28%
COc1ccc(NC(=O)c2ccco2)cc1NC(=O)COc1cccc(C)c1C | 4% | 9%
CC(C)CNC(=O)c1ccc(NC(=O)C2CCCCC2)cc1 | -6% | -2%
COc1ccccc1C1C(C#N)=C(N)OC2=C1C(=O)CC(c1ccccc1)C2 (configuration not stated) | 4% | -10%
Cc1ccc2[nH]cc(CCNC(=O)c3ccccc3)c2c1 | 0% | -13%

# The list goes on; the last 4 above are carried over.
mol | UDG counterscr | AID inhibitor
COc1ccc(NC(=O)c2ccco2)cc1NC(=O)COc1cccc(C)c1C | 4% | 9%
CC(C)CNC(=O)c1ccc(NC(=O)C2CCCCC2)cc1 | -6% | -2%
COc1ccccc1C1C(C#N)=C(N)OC2=C1C(=O)CC(c1ccccc1)C2 (configuration not stated) | 4% | -10%
Cc1ccc2[nH]cc(CCNC(=O)c3ccccc3)c2c1 | 0% | -13%
COc1ccc(C)cc1S(=O)(=O)N1CCN(c2cccc(Cl)c2)CC1 | -13% | -25%
CCCCOc1ccc(/C=C/C(=O)c2ccc(Br)cc2)cc1 | 0% | -6%
O=C(c1ccc(Br)s1)N(Cc1cccnc1)c1nc2c(F)cccc2s1 | 1% | -10%
CCC1=Nc2cc(C(=O)NC3CCCC3)ccc2Sc2ccc(Br)cc21 | -10% | 5%
CN1C(=S)SC(C)(C)C1/[N+]([O-])=C/c1ccco1 (configuration not stated) | 2% | 3%
COc1ccc(Cl)cc1NC(=O)CSC1=Nc2ccccc2C2=NC(CC(=O)NCc3ccc4c(c3)OCO4)C(=O)N12 (configuration not stated) | 5% | -18%
CC(/C=N/NC(=O)C1CCCCC1)c1ccccc1 (configuration not stated) | -2% | 13%
CCS(=O)(=O)c1ncc(N(Cc2ccco2)Cc2sccc2C)c(C(=O)Nc2cc(C)ccc2C)n1 | 5% | -11%
O=C(Nc1nnc(S(=O)(=O)N2CCOCC2)s1)c1cccc(F)c1 | -13% | -6%
COc1ccc(C(=O)NC2(C(F)(F)F)NC(=O)N(c3ccc(Cl)cc3)C2=O)cc1OC (configuration not stated) | 3% | 4%
Cc1ccc(C)c(-c2[nH]c3c(c2-c2c(-n4cccc4)n(C)c(=O)n(C)c2=O)c(=O)n(C)c(=O)n3C)c1 | 15% | 52%[activator]
COc1ccccc1Cn1cc(C(=O)c2ccc(F)cc2)c(=O)c2cc3c(cc21)OCO3 | -2% | 8%
Cc1cc(C)n(-c2nc3c(c(=O)n(CC(N)=O)c(=O)n3C)n2CCC(C)C)n1 | 6% | 6%
CN(C)S(=O)(=O)c1cccc(C(=O)Nc2cccc(Oc3ccccc3)c2)c1 | -9% | -20%
CN(C)C(=O)c1cc(=O)c2cc(Cl)ccc2o1 | 6% | 6%
COC(=O)Nc1ccc(C)c(C)c1 | -13% | -4%
Cc1nnc(N2CCN(c3ccccc3)CC2)c2c1nnn2Cc1ccc(F)cc1 | -6% | 0%
Cc1ccc(S(=O)(=O)N2CCCCC2)cc1NC(=O)CSc1nnc(C2CC2)n1C1CC1 | 19% | -18%
CCOc1ccc(NC(=O)N(Cc2c[nH]c3ccccc23)C2CCCCCC2)cc1 | -4% | ?
CC(C)c1ccc(S(=O)(=O)N2CCN(C(=O)c3cncn3-c3ccc(F)cc3)CC2)cc1 | -8% | -4%
O=C(O)CCC(=O)Nc1ccc2[nH]cc(C(C(=O)O)N3CCN(c4ccc(F)cc4)CC3)c2c1 (configuration not stated) | 2% | 21%
Cc1[nH]c2ccccc2c1C=O | 10% | 13%
Cn1c(COc2ccc(Cl)cc2Cl)n[nH]c1=S | -2% | -15%
Cc1ccc(S(=O)(=O)Cc2nc(-c3ccc(C(=O)NCc4ccccc4C)cc3)oc2C)cc1 | -3%[57.5 µM] | 5%[57.5 µM]
COC(=O)c1ccc(COC(=O)CCS(=O)(=O)c2ccc(F)cc2)cc1 | -3% | -5%
Cc1cc(C)c(OCC(=O)NC2=NCCS2)c(C)c1 | 5% | -8%
CCOC(=O)CSc1nnc2n(-c3ccccc3)c(=O)c3c4c(sc3n12)COC(C(C)C)C4 (configuration not stated) | -11%[57.5 µM] | 2%[57.5 µM]
Cc1ccc(CNC(=O)c2nc(SCc3ccccc3C)ncc2Cl)cc1 | 22% | 14%
COc1ccccc1Oc1coc2cc(O)ccc2c1=O | -9% | -2%
CCn1c(COc2ccc(Cl)cc2)nnc1SCC(=O)C(C)(C)C | 1% | -5%
CCc1cccc(NC(=O)Cn2c(=O)n(CCc3ccc(OC)c(OC)c3)c(=O)c3ccccc32)c1 | -9% | 0%
COc1cccc(C(=O)Nc2ccccc2-c2nnc(-c3cc(OC)ccc3Br)o2)c1 | 6% | 22%
Cc1ccoc1C(=O)Nc1ccc(-c2ccccc2)cc1 | 0% | 12%
Cc1ccc(-n2c(=O)[nH]c3cc(C(=O)NCc4ccccc4)ccc3c2=O)cc1 | -15% | -2%
O=C(CSc1c2c(nc3cc(Cl)ccc13)CCCC2)NCc1cccs1 | -2% | -17%
CCCC(=O)N1c2nc(-c3ccco3)nn2C2(CCCCC2)[C@@H]2CCCC[C@@H]21 | -4%[57.5 µM] | -6%
COC(=O)c1n[nH]c([Si](C)(C)C)c1[Si](C)(C)C | 2% | -3%
CC(C)Sc1ncc(Cl)c(C(=O)Nc2ccc(S(=O)(=O)N(C)c3ccccc3)cc2)n1 | ? | 6%
Cc1ccc(NC(=O)c2cnn(-c3ccc(C)c(C)c3)c2C2CCN(C(=O)OC(C)(C)C)CC2)c(C)c1 | ? | ?
COc1ccc(Br)c(C(=O)OCc2cc(C(C)=O)ccc2OC)c1 | 5% | -1%
Cc1cc(C)cc(NC(=O)C(Sc2ccc(S(=O)(=O)N3CCOCC3)cn2)c2ccccc2)c1 (configuration not stated) | -10% | -2%
CC(C)C(=O)OCc1cc(=O)n2nc(C3CCCCC3)sc2n1 | 14% | 92%[activator]
N#Cc1nc(COc2ccccc2)oc1N1CCCCC1 | -5% | -9%
CCCC1=Nc2cc(C(=O)NCc3ccccc3)ccc2Sc2ccccc21 | -5% | ?
CCOc1ccc(CCNC(=O)c2[nH]c3cc(OC)ccc3c2Sc2ccccc2)cc1OCC | -6% | 4%
CC(=O)Nc1ccc(SCCCC(=O)c2cccs2)cc1 | 2% | 5%
CC(=O)c1cccc(NC(=O)Cc2csc(-n3nc(C)c(Cc4ccccc4)c3C)n2)c1 | -5% | -3%
COc1cc(NC(=O)c2cnc(SC)nc2C(F)(F)F)cc(OC)c1 | 11% | 1%
Cc1cccc(NC(=O)CCl)c1C | 5% | 6%
CCn1cc(C(=O)NCCCNS(C)(=O)=O)c2ccccc21 | 3% | 2%

# Other entries
mol | UDG counterscr | AID inhibitor
Cc1cc(=O)oc2cc(NC(=O)N(C)Cc3ccccc3Br)ccc12 | 0% | 4%
CCC(=O)N1CCc2cc(Br)cc(S(=O)(=O)N3CCCC(C(=O)Nc4ccc(C(C)C)cc4)C3)c21 (configuration not stated) | -14% | -1%
COc1ccc2[nH]cc(CCNC(=O)c3cccc(F)c3F)c2c1 | 1% | 2%
O=C(Cc1c[nH]c2ccccc12)Nc1cccc(CO)c1 | -12% | -4%
Cc1cc(C)cc(N(C)S(=O)(=O)c2nnc(NC(=O)COc3ccc(C)c(C)c3)s2)c1 | -8%[57.5 µM] | ?
Cc1cc(NC(=O)c2ccc(Cl)cc2F)n(CCC#N)n1 | 4% | 5%
N=C(N)COc1ccc(Cl)cc1 | 1% | -3%
COc1ccccc1OCCn1c(COc2cc(C)ccc2C)nc2ccccc21 | -6% | 0%
CCOc1ccc(C2CC(=O)NC(NC(=O)c3ccc(C)cc3)=N2)cc1 (configuration not stated) | -1% | 4%
COCCn1c(C)cc(C(=O)C(=O)Nc2nnc(COc3ccc(C)cc3)s2)c1C | 5% | 4%
Cc1cc(C)cc(NC(=O)N2CCN3CCCCC3C2)c1 (configuration not stated) | ? | 1%
Cc1c(-c2ccccc2)[n+](=O)c(-c2ccc(Cl)cc2)c(C)n1[O-] | 7% | -6%
COc1ccc(N2C(=O)C(C)CS2(=O)=O)cc1S(=O)(=O)NCc1ccco1 (configuration not stated) | -1% | 3%
CCC(C(=O)Nc1c(C)cc(C)cc1C)n1c(=O)c(-c2ccccc2NC(C)=O)nc2ccccc21 (configuration not stated) | -15% | -7%
CNc1ccc2c(cc1=O)[C@@H](NC)CCc1cc(OC)c(OC)c(OC)c1-2 | 8% | -7%
COc1ccc(NC(=O)C2=C(C)Nc3nc(CCCO)nn3C2c2ccc(O)cc2)cc1 (configuration not stated) | 0% | -12%
O=C(Nc1cc(F)ccc1F)c1ccc2ccccc2n1 | -2% | -6%
NC1CC1c1ccc2ccccc2c1 (configuration not stated) | -9% | -4%
Cc1ccc(NC(=O)c2cn3c4c(ccc(Cl)c4c2=O)OC(C)C3)c(C)c1 (configuration not stated) | 1% | 3%
Cc1cccc(Nc2c3c(nc4nncn24)CCC3)c1 | -7% | 16%
CCCN(CCC)CC(O)Cn1cc(/C=C/C(=O)c2ccc(Br)cc2)c2ccccc21 (configuration not stated) | -4% | -22%
O=C(Nc1nnc(S(=O)(=O)Nc2ccccc2)s1)C1CCCCC1 | 9% | 8%
COc1ccc(C2C(C(=O)Nc3ccc(C)cc3)=C(C)Nc3nc4ccccc4n32)cc1OC (configuration not stated) | -13% | -8%
COc1ccc(NC(=O)CN(C)CC(=O)NC(=O)NCc2ccccc2)cc1 | 7% | 9%
COc1cccc(/C=C/C(=O)c2c(C)nn3c4ccccc4n(C)c23)c1OC(C)C | 1% | 3%
CC(C)[C@H](NC(=O)OCc1ccccc1)C(=O)OCC(=O)c1ccccc1 | -2% | 9%
CC1(C)CC(CC(N)=O)CC(C)(C)N1 | -6% | -1%
Cc1ccccc1NC(=O)C1=Cc2sc3c(c2CS1)CCCC3 | -15% | -10%
COc1ccc2cc(-c3ccccc3)c(=O)oc2c1 | 1% | -2%
Cc1cc(C)c(CNCCS(=O)(=O)c2ccccc2)c(C)c1 | 5% | 5%
COc1ccc(-c2noc(CN(C(=O)c3ccccc3Cl)C(C)C)n2)cc1 | -17% | ?
Cc1cccc(C)c1NC(=O)Cn1cc(S(=O)(=O)Cc2ccc(F)cc2)c2ccccc21 | -2% | 93%[activator]
O=C(NC1CC1)c1c(-n2cnnn2)sc2c1CCCC2 | -5% | -4%
COc1ccc(C2CC(=O)C3=C(C2)OC(N)=C(C#N)C3c2ccc(C)cc2)cc1 (configuration not stated) | 3% | -4%
O=C(COC(=O)c1ccc2ncsc2c1)c1ccc2c(c1)OCCCO2 | -10% | 20%
CCCCCCCCC/C=N/NC(=S)NC1CCCCC1 | -12% | -18%
COc1ccc(-c2ocnc2C(=O)Nc2c(C)cc(C)cc2C)cc1OC | -6% | -10%
O=C(NCCSCc1cccc(Cl)c1)C1CCN(S(=O)(=O)Cc2ccccc2)CC1 | 6% | -17%
Cc1ccc(C(=O)C(C)OC(=O)c2ccc(S(=O)(=O)N(C)C)cc2)cc1 (configuration not stated) | -3% | 5%
COc1ccc(-c2nc(SCC(=O)NC3CCCC3)c(-c3ccc(F)cc3)[nH]2)cc1 | -2% | -8%
FC(F)(F)c1ccc(Cl)c(N/N=C/c2ccc(Cl)cc2Cl)c1 | -1% | -3%
CCOc1ccc(N2CC(NC(=O)Cc3cccs3)CC2=O)cc1 (configuration not stated) | -6% | 31%[activator]
CCc1ccc(C(=O)c2cn(CC(=O)Nc3ccc(OC)cc3)c3cc4c(cc3c2=O)OCCO4)cc1 | -8% | -3%
CC(NC(=O)C1(c2ccccc2)CC1)C12CC3CC(CC(C3)C1)C2 (configuration not stated) | 2% | -16%
Cc1ccc(S(=O)(=O)NCCc2nnc3ccc(SCc4ccc(F)cc4)nn23)cc1 | 0% | -4%
N=C(N)COc1ccc(Cl)c(Cl)c1 | 4% | 1%
COc1ccc(Cl)cc1NC(=O)CSc1nnc(C)n2c1cc1sccc12 | 2% | 3%
CC(C)Oc1ccc(C(=O)N(Cc2ccc(N(C)C)cc2)Cc2ccco2)cc1 | -22% | ?
COc1ccc(Cl)cc1NC(=O)CSc1c2c(nc3ccccc13)CCC2 | -4%[57.5 µM] | -28%
Cc1cccc2n[nH]nc12 | 7% | 3%

# Structural class, those above containing a tert-butyl group (2)
mol | UDG counterscr | AID inhibitor
CCn1c(COc2ccc(Cl)cc2)nnc1SCC(=O)C(C)(C)C | 1% | -5%
Cc1ccc(NC(=O)c2cnn(-c3ccc(C)c(C)c3)c2C2CCN(C(=O)OC(C)(C)C)CC2)c(C)c1 | ? | ?

# More structures follow.
mol | UDG counterscr | AID inhibitor
O=C(CSc1nccn1Cc1ccc(Cl)cc1)Nc1ccc2c(c1)OCO2 | -6% | -30%
Cc1cc(N2CCN(c3cccc(C(F)(F)F)c3)CC2)n2nc(-c3ccccc3)nc2n1 | 5% | -9%
O=c1c2sc3ccccc3c2n(Cc2ccc(F)cc2)c(=O)n1Cc1ccco1 | -1% | -3%
Cc1noc(C)c1CN(C)Cc1ccc2c(c1)OCO2 | -5% | -4%
COCCCNC(=O)Cn1cnc2sc(C)c(S(=O)(=O)N3CCN(c4ccccc4OC)CC3)c2c1=O | 10% | 31%[activator]
